# Rad51 HR inh – Rad51 (human) homologous recombination inhibition; Q06609; hRad51 DNA strand exchange, fluorescence dequenching; inhibition, % at 10 µM; hit rate 0.085% among 200,000; AID 1385;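 active means inhibition above 40% at the single screening dose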;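 further: 0% = DMSO control wells and 100% = blanks with heterologous ssDNA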
# Target sequence (Q06609 whole entry, looked up): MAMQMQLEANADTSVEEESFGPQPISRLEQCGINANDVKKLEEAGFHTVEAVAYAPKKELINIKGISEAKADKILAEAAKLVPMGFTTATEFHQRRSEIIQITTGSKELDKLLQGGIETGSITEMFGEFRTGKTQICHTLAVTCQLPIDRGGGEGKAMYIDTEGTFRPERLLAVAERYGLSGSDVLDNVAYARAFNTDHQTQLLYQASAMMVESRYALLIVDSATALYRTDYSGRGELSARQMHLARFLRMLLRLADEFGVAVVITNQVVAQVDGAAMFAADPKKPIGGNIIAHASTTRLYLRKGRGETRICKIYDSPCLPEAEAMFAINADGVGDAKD
#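 Test system: preformed human Rad51 ssDNA filaments. Compound dosing: single dose, 10 µM final compound. Incubation: filaments 15 min 37 °C, then compound 30 min. Technique: FRET fluorescence dequenching, excitation 485 nm, emission 520 nm. Read-out basis: percent inhibition from fluorescence, normalised to plate control and blank means. Benchmarks: plate controls and plate blanks.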
# Hck-Nef inh – human Hck-Nef kinase inhibition. P08631. AID 463187. Recombinant Hck-YEEI plus Nef, Z-Lyte FRET kinase assay. inhibition, % at 20 µM. hit rate 0.68% among 220,000;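 active means Hck-Nef kinase inhibition above about 50%, limit read from the data; inactive means inhibition below that limit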;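 further: 0% = DMSO with Hck plus Nef and 100% = Hck alone without Nef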
# Target sequence (P08631 whole entry, looked up): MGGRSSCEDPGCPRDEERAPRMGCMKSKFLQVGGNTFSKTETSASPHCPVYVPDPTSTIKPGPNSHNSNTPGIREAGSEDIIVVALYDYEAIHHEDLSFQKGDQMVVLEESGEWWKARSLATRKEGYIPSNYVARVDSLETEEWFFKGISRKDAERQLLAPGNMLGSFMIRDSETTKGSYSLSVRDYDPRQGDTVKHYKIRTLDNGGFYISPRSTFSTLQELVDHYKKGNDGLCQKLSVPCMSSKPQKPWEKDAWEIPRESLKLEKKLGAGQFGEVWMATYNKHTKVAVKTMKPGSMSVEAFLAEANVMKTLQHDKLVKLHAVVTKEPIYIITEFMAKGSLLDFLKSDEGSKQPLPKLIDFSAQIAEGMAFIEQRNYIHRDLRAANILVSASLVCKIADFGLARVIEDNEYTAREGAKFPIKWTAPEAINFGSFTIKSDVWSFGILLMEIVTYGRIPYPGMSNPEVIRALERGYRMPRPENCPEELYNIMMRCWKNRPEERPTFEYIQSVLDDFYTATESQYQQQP
# FXIa inh 1536 – factor XIa (human) inhibition; P03951; purified FXIa, Boc-Glu-Ala-Arg-AMC fluorogenic substrate; inhibition, % at 5 µM; hit rate 0.14% among 220,000; AID 798;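 active means inhibition of at least 40%; inactive means inhibition below 40%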;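 further: fluorescence of freed AMC excited at 355 nm; 0% = enzyme without compound and 100% = no enzyme blank; many of its hits are not listed in these tables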
# thrombin 1536 – inhibitors of human thrombin | P00734 | alpha-thrombin, Boc-VPR-AMC fluorogenic substrate cleavage | inhibition, % at 5 µM | hit rate 0.26% among 220,000;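 active means inhibition at or above 40%; inactive means inhibition below 40%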;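 further: 0% = enzyme with no compound and 100% = wells without enzyme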
#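 Test system: human alpha-thrombin; medium: pH 7.5 Tris-saline with Tween 20; times: reaction at room temperature; signal: AMC fluorescence at 355 nm excitation and 460 nm emission; also added: Boc-VPR-AMC substrate, 15 µM final; dosing: one concentration per compound, 5 µM, with 0.2% DMSO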
# KCC2 mod – KCC2 (human) Cl- transport modulation; Q9H2X9; KCC2 cells, thallium flux FluoZin-2 fluorescence; B-score of Tl+ flux slope (higher = more flux/activation; lower = inhibition) at 10 µM; hit rate 2.2% among 190,000;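 active means thallium flux slope and its plate-corrected score both differing from the plate sample mean at a set confidence after two filtering rounds, in either direction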;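 further: slope of fluorescence scaled to starting intensity during 10 to 20 s after thallium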
# FXIIa inh – blocks human coagulation factor XIIa protease activity | hit rate 0.3% among 220,000 | AID 800 | inhibition, % at 5 µM | purified FXIIa, Boc-QGR-AMC fluorogenic substrate, 2 h; in the data active means inhibition above about 40%;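 further: 0% = enzyme with no compound and 100% = blank without enzyme; many of its hits are not listed in these tables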
# KLK5 inh – inhibitors of human kallikrein 5; Q9Y337; AID 873; recombinant hK5, fluorogenic AMC substrate cleavage; inhibition, % at 5 µM; hit rate 0.59% among 210,000;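 active means inhibition of 40% or more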;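 further: 0% = enzyme controls without compound and 100% = no-enzyme blanks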
# zVAD death inh – blocks zVAD induced death of L929 cells. L929 zVAD necroptosis rescue, ATP luminescence, 24 h; with zVAD 60 µM. viability rescue, % at 10 µM. hit rate 0.38% among 220,000. AID 1377;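 active means activation, scaled between plate controls, above about 75%, limit read from the data; inactive means activation under that limit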;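 further: 0% = zVAD with DMSO and 100% = DMSO alone without zVAD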
# TNF necrop inh – blocks TNF-alpha induced death of Jurkat FADD-/- cells. Jurkat FADD-/- TNF necroptosis rescue, ATP luminescence, 24 h; 0 = TNF only, 100 = no-TNF cells. hit rate 0.068% among 220,000. activation (protection from cell death), % at 10 µM;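 active means activation, meaning protection from cell death, of at least 50% relative to plate controls; inactive means activation below 50%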;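 further: necroptosis triggered by 40 ng/mL TNF-alpha added together with compound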
# An asterisk follows results filed as active; nt = not tested or not shown.
No. | SMILES | Rad51 HR inh | Hck-Nef inh | FXIa inh 1536 | thrombin 1536 | KCC2 mod
1 | c1csc(-c2cnc3ccccc3n2)c1 | 8 | 7 | 5 | -1 | -0.77
2 | CC(SCc1ccccc1)C(=O)Nc1ccccc1-c1ccccc1 (stereo not drawn) | -1 | -2 | -9 | -8 | -1.3
3 | Cc1onc(-c2ccccc2Cl)c1C(=O)Nc1nnc(-c2ccc(Cl)cc2Cl)s1 | -2 | 3 | 3 | -1 | nt
4 | Cc1sc(NC(=O)C(C)C)c(C(=O)Nc2ccccc2)c1C | -4 | -1 | 4 | 1 | 1.1
5 | CCCSc1nsc(SCCC)c1C(N)=O | -9 | 2 | 3 | 0 | 1.1
6 | S=c1nc(-c2ccco2)[nH][nH]1 | 5 | -6 | -12 | -9 | 0.51
7 | O=C(NCc1ccco1)C(c1cccnc1)N(C(=O)Cn1nnc2ccccc21)c1ccc(F)cc1 (stereo not drawn) | 11 | 0 | 4 | 3 | 0.51
8 | CCOC(=O)C1CSC(CC(=O)Nc2ccc(Cl)cc2)C(=O)N1 (stereo not drawn) | 2 | 11 | -1 | 4 | 0.054
9 | CCCCn1nc2cc(C(=O)NC[C@@H]3CCCO3)ccc2c1OCC | 7 | -4 | 3 | 2 | 0.84
10 | c1cc2c(cc1Oc1nc(N3CCOCC3)nc(N3CCOCC3)n1)OCO2 | 1 | 8 | 7 | 5 | 0.22
11 | O=C(c1ccccc1)[C@@H]1[C@@H](C(=O)c2ccc(F)cc2)[C@@]2(C(=O)Nc3ccccc32)[C@H]2c3ccccc3C=CN12 | -15 | 1 | 8 | 6 | -0.2
12 | Cc1ccc(NC(=O)C2C3/C=C\CCCCC32)cc1 (stereo not drawn) | -8 | 0 | -7 | -12 | 0.4

No. | FXIIa inh | KLK5 inh | zVAD death inh | TNF necrop inh
1 | 9 | -64 | 72 | 2.0
2 | -1 | -21 | -0.5 | 0.1
3 | 12 | -4 | 0.6 | 0.1
4 | 9 | -7 | -0.2 | -3.7
5 | 17 | -4 | 0.2 | -3.9
6 | 11 | -38 | -0.2 | -0.9
7 | 15 | -10 | -0.4 | -2.9
8 | 11 | -6 | -0.9 | -1.5
9 | 15 | -44 | -0.2 | -2.1
10 | 16 | -7 | 0.1 | 0.2
11 | 7 | -1 | 15 | -1.0
12 | -6 | 12 | 4.0 | 2.8

No. | SMILES | Rad51 HR inh | Hck-Nef inh | FXIa inh 1536 | thrombin 1536 | KCC2 mod
13 | CCn1cc(CN2CCN(Cc3ccsc3)C(CCO)C2)cn1 (stereo not drawn) | -8 | 20 | 3 | -10 | 0.00086
14 | N#Cc1ccccc1NC(=S)Nc1ccc(F)cc1 | -3 | 12 | -6 | -14 | -0.0042
15 | Cc1c(-c2ccccc2)c(P(=O)(N2CCOCC2)N2CCOCC2)c2ccccn12 | 0 | 2 | -10 | -5 | 0.023
16 | CC(C)[C@H](NC(=O)[C@@H]1Cc2ccccc2CN1C(=O)OC(C)(C)C)C(=O)NCC1CCC(C(=O)O)CC1 (stereo partly drawn) | -10 | 20 | 1 | 2 | -0.18
17 | CCN(CC)C(=O)COc1ccc2c(c1)C(=O)CC(C)(C)O2 | 0 | 14 | -7 | 2 | -0.037
18 | CCOC(=O)/C(C#N)=C\C1=C(N2CCOCC2)CC(C)(C)OC1 | 1 | 20 | 1 | 4 | 0.34
19 | Cc1ccc(C)c(CSc2nnc(-c3ccccn3)n2N)c1 | 4 | 1 | -8 | -8 | -0.12
20 | O=C(c1cc(=O)c2ccccc2o1)N1CCCc2ccccc21 | -3 | 1 | -1 | -2 | -2.3
21 | Cc1sc2ncnc(OCc3nnc(-c4cccs4)o3)c2c1C | -37 | 21 | 0 | -4 | 0.77
22 | COc1ccc(N(CC(=O)O)S(=O)(=O)c2c(C)n[nH]c2C)cc1 | -2 | -18 | 2 | 2 | 0.077
23 | O=C(c1cc2ccccc2o1)N1CCC(N2CCC(C(=O)N3CCCC3)CC2)CC1 | nt | 10 | 5 | -2 | 0.28
24 | CC1Cc2ccccc2C(=O)N1 (stereo not drawn) | 4 | 1 | 4 | 3 | 0.89

No. | FXIIa inh | KLK5 inh | zVAD death inh | TNF necrop inh
13 | 10 | 5 | 1.8 | 1.0
14 | 4 | -1 | 8.2 | 0.1
15 | -8 | 3 | -0.2 | -3.6
16 | 11 | 2 | -0.4 | -0.3
17 | 0 | -18 | 1.7 | -0.3
18 | 9 | -2 | 0.8 | 1.1
19 | 2 | -10 | -0.4 | -3.5
20 | 3 | -15 | 0.0 | -0.7
21 | 3 | -2 | -0.1 | 0.3
22 | 9 | -5 | 0.9 | 0.4
23 | 17 | 19 | -0.9 | 0.5
24 | 19 | -6 | -0.1 | 0.1

No. | SMILES | Rad51 HR inh | Hck-Nef inh | FXIa inh 1536 | thrombin 1536 | KCC2 mod
25 | Cc1nn(-c2ccccc2)c(C)c1/C=N/N1CCN(c2ccccc2)CC1 | 1 | 1 | 3 | -1 | 0.63
26 | COc1cccc(C(=O)N2CCN=C2SC)c1 | -3 | 3 | -8 | 1 | 0.31
27 | CCCc1cc(=O)[nH]c(SCC(=O)N2CCN(S(=O)(=O)c3ccccc3)CC2)n1 | 10 | 5 | 1 | -10 | 1
28 | COC(=O)C1CCN(c2ccc(C(N)=O)cc2[N+](=O)[O-])CC1 | -3 | 4 | -3 | -14 | -0.057
29 | COc1ccc2[nH]c3c(N4CCc5ccccc5C4)ncnc3c2c1 | 33 | 20 | -6 | 2 | -0.97
30 | COc1ccc(NC(=O)c2ccc(S(=O)(=O)N(C)C)cc2)cc1 | 13 | 2 | 2 | -1 | 0.77
31 | COc1cc(OC)c(S(=O)(=O)NC(C)C)cc1S(=O)(=O)NC(C)C | nt | 1 | 0 | 0 | -0.11
32 | CC(=O)Nc1ccc(OC(=O)c2c(-c3ccccc3Cl)noc2C)cc1 | 3 | 0 | 17 | -4 | -0.72
33 | O=C(COC(=O)CCc1nc2ccccc2c(=O)[nH]1)Nc1ccc(N2CCOCC2)cc1 | nt | 12 | -5 | -13 | -0.042
34 | CCCCOC(=O)Nc1nnc(SCCOc2ccc(C)cc2)s1 | -10 | 2 | 5 | -6 | -0.48
35 | CN1C=CC=C/C1=C1/SC(=S)N(Cc2ccccc2)C1=O | 9 | 6 | 5 | -9 | 0.062
36 | O=c1c2ccccc2nc(COc2ccccc2)n1/N=C/c1c[nH]c2ccccc12 | 12 | 4 | -14 | 3 | -1.5

No. | FXIIa inh | KLK5 inh | zVAD death inh | TNF necrop inh
25 | 7 | 5 | -0.2 | -0.2
26 | 5 | -4 | 0.5 | 0.9
27 | 3 | -24 | 0.8 | 1.9
28 | 10 | -9 | 1.2 | 0.8
29 | 3 | -6 | -0.8 | -14
30 | 4 | nt | 1.6 | 0.0
31 | 7 | nt | 0.2 | 1.3
32 | 21 | -4 | -0.9 | -1.3
33 | 2 | -4 | -0.1 | 1.1
34 | 2 | -9 | 1.4 | 2.0
35 | 7 | -19 | 0.0 | 0.7
36 | 9 | -2 | 5.0 | -3.9

No. | SMILES | Rad51 HR inh | Hck-Nef inh | FXIa inh 1536 | thrombin 1536 | KCC2 mod
37 | Cc1cccn2c(=O)c(/C=C(\C#N)C(=O)NCc3ccco3)c(N3CCCCC3)nc12 | 4 | 3 | -1 | -8 | -1.9
38 | C/C(=N\NC(=S)Nc1cccc(C)c1)c1cc2ccccc2o1 | nt | 8 | 3 | -1 | 26*
39 | O=C(COC(=O)c1ccccc1)NCCC1=CCCCC1 | 1 | 23 | 0 | -4 | 0.073
40 | NC1=NC[C@@H](Cc2ccc(O)cc2)N1CCCCC1CCCCC1 | 7 | 33 | -1 | -2 | -0.72
41 | CCCOc1ccc(N2C(=O)CC(N(O)c3ccccc3)C2=O)cc1 (stereo not drawn) | -10 | 4 | -5 | -3 | nt
42 | O=C(N/N=C/c1ccc([N+](=O)[O-])o1)c1cn(-c2ccccc2)nc1-c1ccc(Cl)cc1 | -3 | 37 | -6 | 1 | -0.094
43 | CC(=O)c1cccc(-n2nnnc2SCC(=O)N2CCCC2)c1 | 2 | 0 | -5 | 5 | 1.3
44 | CC(C)[C@H](NC(=O)c1ccccc1Cl)C(=O)OCc1cc([N+](=O)[O-])cc2c1OCOC2 | -1 | 0 | 4 | -2 | 0.54

No. | FXIIa inh | KLK5 inh | zVAD death inh | TNF necrop inh
37 | 6 | 6 | -0.3 | 0.6
38 | 4 | -7 | 0.0 | -0.7
39 | -3 | -6 | 3.4 | 1.3
40 | 7 | -1 | 0.1 | -2.3
41 | 8 | 0 | 3.5 | -0.4
42 | 7 | 3 | 0.7 | -1.0
43 | 16 | 2 | -0.3 | -0.1
44 | 8 | 12 | -0.2 | 0.2

# In the list so far, 8 contain a halogen.
No. | SMILES | Rad51 HR inh | Hck-Nef inh | FXIa inh 1536 | thrombin 1536 | KCC2 mod
3 | Cc1onc(-c2ccccc2Cl)c1C(=O)Nc1nnc(-c2ccc(Cl)cc2Cl)s1 | -2 | 3 | 3 | -1 | nt
7 | O=C(NCc1ccco1)C(c1cccnc1)N(C(=O)Cn1nnc2ccccc21)c1ccc(F)cc1 (stereo not drawn) | 11 | 0 | 4 | 3 | 0.51
8 | CCOC(=O)C1CSC(CC(=O)Nc2ccc(Cl)cc2)C(=O)N1 (stereo not drawn) | 2 | 11 | -1 | 4 | 0.054
11 | O=C(c1ccccc1)[C@@H]1[C@@H](C(=O)c2ccc(F)cc2)[C@@]2(C(=O)Nc3ccccc32)[C@H]2c3ccccc3C=CN12 | -15 | 1 | 8 | 6 | -0.2
14 | N#Cc1ccccc1NC(=S)Nc1ccc(F)cc1 | -3 | 12 | -6 | -14 | -0.0042
32 | CC(=O)Nc1ccc(OC(=O)c2c(-c3ccccc3Cl)noc2C)cc1 | 3 | 0 | 17 | -4 | -0.72
42 | O=C(N/N=C/c1ccc([N+](=O)[O-])o1)c1cn(-c2ccccc2)nc1-c1ccc(Cl)cc1 | -3 | 37 | -6 | 1 | -0.094
44 | CC(C)[C@H](NC(=O)c1ccccc1Cl)C(=O)OCc1cc([N+](=O)[O-])cc2c1OCOC2 | -1 | 0 | 4 | -2 | 0.54

No. | FXIIa inh | KLK5 inh | zVAD death inh | TNF necrop inh
3 | 12 | -4 | 0.6 | 0.1
7 | 15 | -10 | -0.4 | -2.9
8 | 11 | -6 | -0.9 | -1.5
11 | 7 | -1 | 15 | -1.0
14 | 4 | -1 | 8.2 | 0.1
32 | 21 | -4 | -0.9 | -1.3
42 | 7 | 3 | 0.7 | -1.0
44 | 8 | 12 | -0.2 | 0.2

# Screening data: PubChem, several laboratories

# An excerpt; count on the stated rates, not on these rows.
